CHRM5 agonist: human M5 muscarinic receptor agonists, primary screen, CHO-K1 cells, Fluo-8 calcium fluorescence; CHO-K1 hM5 cells; 0% DMSO wells, 100% maximal acetylcholine response; AID 624037, 2012; activation, % at 3 µM; 360,000 tested, 0.19% active; Muscarinic acetylcholine receptor M5 (Homo sapiens), P08912;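 active = activation above the run's mean over test compounds plus 3 SD, cut at about 23% in these data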;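 note: signal is peak over basal fluorescence ratio across the kinetic read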
Target sequence (P08912 whole entry, looked up): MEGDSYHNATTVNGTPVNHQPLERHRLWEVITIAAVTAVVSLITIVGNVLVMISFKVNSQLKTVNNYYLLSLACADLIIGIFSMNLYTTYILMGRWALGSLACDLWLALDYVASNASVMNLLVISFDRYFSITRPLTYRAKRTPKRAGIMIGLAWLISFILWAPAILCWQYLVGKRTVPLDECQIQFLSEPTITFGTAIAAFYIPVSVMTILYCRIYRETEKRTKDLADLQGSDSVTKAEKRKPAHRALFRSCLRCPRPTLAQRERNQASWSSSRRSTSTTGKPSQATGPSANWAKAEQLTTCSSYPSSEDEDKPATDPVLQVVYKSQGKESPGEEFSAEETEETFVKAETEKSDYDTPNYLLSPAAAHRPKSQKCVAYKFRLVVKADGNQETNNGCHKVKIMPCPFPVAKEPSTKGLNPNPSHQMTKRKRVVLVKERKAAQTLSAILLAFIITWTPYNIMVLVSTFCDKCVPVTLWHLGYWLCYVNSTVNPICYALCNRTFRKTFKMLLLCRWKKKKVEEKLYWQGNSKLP
M4 PAM: human M4 muscarinic receptor positive allosteric modulators, primary screen, CHO-K1 cells, Fluo-8 calcium fluorescence. CHO-K1 hM4/Gqi5, ACh EC20; 0% = ACh EC20, 100% = maximal ACh. activation, % at 3 µM. 360,000 tested, 0.4% active;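 active = activation above its plate's cutoff, the mean activation of sample wells plus 3 SD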; note: some results filed as inactive read as strong as hits
CHRM5 antagonist: human M5 muscarinic receptor antagonists, primary screen, CHO cells, Fluo-8 calcium fluorescence; 360,000 tested, 0.59% active; CHO-hM5 cells, ACh EC80; inhibition, % at 3 µM; Muscarinic acetylcholine receptor M5 (Homo sapiens), P08912;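 active = inhibition above a per-plate cutoff, the mean of that plate's test compounds plus 3 SD, cut at about 27% in these data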;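 note: 0% = acetylcholine EC80 with DMSO and 100% = DMSO without agonist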
CHRM5 PAM: human M5 muscarinic receptor positive allosteric modulators, primary screen, CHO-K1 cells, Fluo-8 calcium fluorescence; Muscarinic acetylcholine receptor M5 (Homo sapiens), P08912; CHO-K1 hM5, ACh EC20 PAM; 0% = ACh EC20, 100% = ACh EC100; activation, % at 3 µM; 360,000 tested, 0.3% active;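 active = activation above the run cutoff, the mean activation of all test compounds plus 3 SD, cut at about 18% in these data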
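Test system: CHO-K1 hM5 cells / Doses: single-point, 3 µM nominal / Times: Post-acetylcholine fluorescence recording 140 s / Technique: Fluo-8 calcium fluorescence / Measure: Max/basal fluorescence ratio as % of EC20–EC100 ACh window / Benchmarks: low control EC20 acetylcholine (0%), high control EC100 acetylcholine (100%) / Replicates: one well per compound, no replicates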
CRFR2-BP ag: agonists of CRF-BP/CRF-R2 complex, primary screen, cell-based, HEK293, calcium dye fluorescence, uHTS; CRF-binding protein / CRF receptor 2 complex (human); activation, % at 13.2 µM; calcium dye fluorescence (FLIPR); percent of saturating CRF peptide response; AID 588473, 2011; 350,000 tested, 0.46% active;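 active = activation of at least 50%, plus an integration ratio under a set limit after plate pattern correction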;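 note: plate controls were neutral control wells without compound for no effect and CRF at EC100 for full effect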
CHRM1 PAM: human M1 muscarinic receptor positive allosteric modulators, primary screen, CHO-K1 cells, Fluo-8 calcium fluorescence, 1536-well. CHO-K1 hM1, ACh EC20; 0% = ACh EC20, 100% = maximal ACh. activation, % at 3 µM. 360,000 tested, 0.088% active. AID 588819, 2011; in the data active = activation above about 19%, passing the limit was not always enough
Target sequence (P11229 whole entry, looked up): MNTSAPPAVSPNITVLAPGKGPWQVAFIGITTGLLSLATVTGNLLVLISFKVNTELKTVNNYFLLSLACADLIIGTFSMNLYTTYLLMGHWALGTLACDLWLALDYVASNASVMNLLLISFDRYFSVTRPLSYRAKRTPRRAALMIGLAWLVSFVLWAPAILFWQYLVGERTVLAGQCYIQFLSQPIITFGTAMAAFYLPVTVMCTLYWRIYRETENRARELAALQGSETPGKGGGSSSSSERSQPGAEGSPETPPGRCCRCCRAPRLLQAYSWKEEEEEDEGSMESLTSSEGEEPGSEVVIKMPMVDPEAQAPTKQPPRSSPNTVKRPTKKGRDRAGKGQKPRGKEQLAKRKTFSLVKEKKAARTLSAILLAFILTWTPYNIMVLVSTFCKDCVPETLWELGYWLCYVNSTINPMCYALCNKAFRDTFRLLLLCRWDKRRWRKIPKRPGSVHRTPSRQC
CRFR2-BP antag: antagonists of CRF-BP/CRF-R2 complex, primary screen, cell-based, HEK293, calcium dye fluorescence, uHTS | 350,000 tested, 0.59% active | inhibition, % at 11.8 µM | CRF-induced calcium fluorescence | AID 588475, 2011;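 active = inhibition of the ligand-induced calcium signal above about 50% at the single tested concentration, limit read from the data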
M4 antag: human M4 muscarinic receptor antagonists, primary screen, CHO cells, Fluo-8 calcium fluorescence | Muscarinic acetylcholine receptor M4 (Homo sapiens), P08173 | CHO-hM4 cells, ACh EC80 | inhibition, % at 3 µM | 360,000 tested, 0.73% active | AID 624125, 2012;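 active = inhibition above its plate's cutoff, the mean inhibition of sample wells plus 3 SD, cut at about 27% in these data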;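 note: 0% = acetylcholine EC80 with DMSO and 100% = DMSO without agonist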
CHRM4 agonist: human M4 muscarinic receptor agonists, primary screen, CHO-K1 cells, Fluo-8 calcium fluorescence | Muscarinic acetylcholine receptor M4 (Homo sapiens), P08173 | CHO-K1 hM4/Gqi5; vehicle 0%, full acetylcholine response 100% | activation, % at 3 µM | 360,000 tested, 0.14% active | AID 624127, 2012;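 active = activation above the run mean over all test wells plus 3 SD, cut at about 32% in these data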;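 note: peak over basal fluorescence ratio per well then scaled between controls; 0% = DMSO wells and 100% = acetylcholine at EC100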
Active calls of the source: *; · = not tested or not shown.

CHRM5 agonist	M4 PAM	CHRM5 antagonist	CHRM5 PAM	CRFR2-BP ag	CHRM1 PAM	CRFR2-BP antag	M4 antag	CHRM4 agonist	SMILES
0	6	-23	14	0.1	8	-4	-4	1	CCn1c(SCC(=O)NC(=O)c2ccccc2OC)nc2ccccc21
1	15	12	-3	-0.1	10	-4	-10	6	COc1cc(OC)cc(C(=O)NCC(=O)NCCN2C(=O)S/C(=C\c3ccc4c(c3)OCO4)C2=O)c1
-1	2	-11	2	1.6	-1	1	-11	1	Cc1ccc(-c2nc(NC(=O)CSc3cc(C)c4ccccc4n3)ns2)cc1
-2	-3	10	-2	-1.0	5	6	1	1	O=C1C2C(C(=O)N1/N=C/c1cc([N+](=O)[O-])c(O)cc1O)C1C=CC2C12CC2 (stereo not given)
0	-6	1	1	-0.8	5	11	-3	2	COc1cccc(C=O)c1OCCN1C(=O)c2ccccc2C1=O
-4	6	11	-5	-3.1	4	9	-11	4	O=C(Nc1ccccc1)c1cc2ccccc2s1
2	7	-1	-2	2.6	10	-4	-3	3	CCOC(=O)c1nn(-c2ccccc2)c(C#N)c1NC(=O)c1nn(CC)cc1Br
-4	-3	1	-3	-1.0	-2	0	3	1	Cc1cccc(NC(=S)N2CCN(c3cc(C)ccc3C)CC2)c1
2	-4	6	-1	5.0	-3	5	9	0	CC1CC(C)CN(C(C)C(=O)Nc2cc(S(=O)(=O)N3CCCCC3)ccc2Cl)C1 (stereo not given)
-1	0	5	-4	-8.9	-3	-4	-7	-1	Cc1ccc(-c2n[nH]c(=S)n2/N=C/C=C\c2ccccc2[N+](=O)[O-])cc1
1	-8	15	-5	5.3	-9	-10	14	18	COC(=O)NCCc1cc(OC)c(OC)cc1S(=O)(=O)N1CC(=O)Nc2ccccc21
2	-2	-5	3	-0.6	-4	-3	-3	2	COc1cc(/C=C/CNC[C@H]2O[C@@H](n3cc(C)c(=O)[nH]c3=O)C[C@@H]2O)ccc1O
-4	-1	0	6	-2.1	2	10	5	0	CCOC(=O)NC1CCS(=O)(=O)C1 (stereo not given)
-3	7	-5	4	0.2	8	9	-9	0	CCCCCCn1cnc2c(c1=O)c1nc3ccccc3nc1n2Cc1cccs1
1	-5	-2	-5	-2.6	8	11	-8	1	CCOC(=O)COc1ccc(S(=O)(=O)NCC2CCCO2)cc1 (stereo not given)
-3	3	-12	9	-0.6	5	0	-5	1	Cc1cnccc1NC(=O)c1cccs1
5	-1	-1	2	-1.0	6	0	-5	1	O=C(/C=C/c1ccc(F)cc1)N1CC[C@@]2(O)CCCC[C@H]2C1
138*	-25	59*	-23	283*	-30	-343	45*	82*	Cc1cc(/C=C2\NC(=S)N(C)C2=O)ccc1N1CCCC1
-4	-8	15	-6	-2.2	-17	-46	11	7	Fc1ccccc1CNCCC(Cc1ccccc1)c1ccc2c(c1)OCO2 (stereo not given)
-7	-13	5	-3	1.0	-16	13	7	7	CC(=O)c1cccc(NC(=O)c2ccc(S(=O)(=O)N3CCCCC3)cc2)c1
2	0	-5	0	-1.2	3	12	-2	4	COC(=O)c1ccccc1NC(=O)C1CCN(C(=O)c2cc(OC)cc(OC)c2)CC1
-2	-4	-2	1	-1.3	3	5	-5	5	COc1ccc([C@H]2N[C@]3(CCCN(Cc4ccc(C)cc4)C3=O)[C@H]3C(=O)N(Cc4ccccc4)C(=O)[C@@H]23)cc1
5	18	-2	6	-2.6	14	-11	-2	1	CCCCOCCCNC(=O)N[C@H](C(=O)O)C(C)CC (stereo not given in full)
3	-3	6	-4	0.4	6	0	-1	1	O=P(C(=NCCO)NO)(N1CCOCC1)N1CCOCC1

Quoted from the listing:
`CC(=O)c1cccc(NC(=O)c2ccc(S(=O)(=O)N3CCCCC3)cc2)c1` in M4 antag is entered as 7
`COC(=O)c1ccccc1NC(=O)C1CCN(C(=O)c2cc(OC)cc(OC)c2)CC1` in CHRM5 antagonist is entered as -5

Other results.
CHRM5 agonist	M4 PAM	CHRM5 antagonist	CHRM5 PAM	CRFR2-BP ag	CHRM1 PAM	CRFR2-BP antag	M4 antag	CHRM4 agonist	SMILES
7	-12	6	-16	0.9	-1	20	1	15	COc1cc(C(=O)NCC(=O)OCc2ccccc2Cl)cc(OC)c1OC
-4	2	-1	-5	-1.0	12	-11	1	3	Cc1c(/C=N\NC(=O)C2COc3ccccc3O2)c2ccccc2n1C (stereo not given)
0	-10	2	-10	-4.8	1	19	7	6	Cc1ccc(NC(=O)CSc2nnc(CCCCCNC(=O)OC(C)(C)C)o2)c(C)c1
2	-4	8	13	-0.8	6	9	2	0	Nn1c(SCC(=O)NC2CCS(=O)(=O)C2)nnc1-c1ccco1 (stereo not given)
-8	11	6	12	-1.0	4	4	3	1	Cc1cc(C)c2ccc(N)nc2c1O
-4	-10	3	-7	1.8	7	-26	3	3	COc1ccc(C)cc1N/C(N)=N/c1nc(C)cc(C)n1
0	-3	-2	3	-1.1	6	2	5	1	O=C(O)CSc1c2ccccc2cc2ccccc12
2	7	6	1	-1.3	9	8	-3	1	O=C(COC(=O)c1ccccc1NCCO)NNC(=O)c1cccs1

The list goes on, overlapping the part above by 2 compounds.
CHRM5 agonist	M4 PAM	CHRM5 antagonist	CHRM5 PAM	CRFR2-BP ag	CHRM1 PAM	CRFR2-BP antag	M4 antag	CHRM4 agonist	SMILES
0	-3	-2	3	-1.1	6	2	5	1	O=C(O)CSc1c2ccccc2cc2ccccc12
2	7	6	1	-1.3	9	8	-3	1	O=C(COC(=O)c1ccccc1NCCO)NNC(=O)c1cccs1
1	2	-5	1	0.8	8	3	3	1	CCOC(=O)N1CCN(Cc2cc(=O)oc3ccc(Cl)cc23)CC1
-4	-10	-10	-1	11	4	-1	2	0	O=C(CSc1nncc2ccccc12)N1CCCCC1
-3	-9	12	-4	-0.2	2	4	7	1	Cc1cccc(NC(=O)Cn2nc(-c3cccs3)ccc2=O)c1C
3	4	1	-3	·	·	·	-6	3	O=C(NC1CCCC1)C1c2ccccc2OCC(=O)N1CCc1c[nH]c2ccccc12 (stereo not given)
-9	-6	6	0	0.5	-1	-12	-9	1	O=C1Nc2cc(C(=O)NCCCN3CCCC3)ccc2S/C1=C\c1ccccc1
2	11	5	3	-0.5	22	-10	-7	2	Cc1ccc(-c2nn(CC(=O)N3CCOCC3)c(=O)c3ccccc23)cc1S(=O)(=O)N(C)C
-1	0	3	3	2.4	5	-4	0	0	Oc1ccccc1/C=N/Nc1nn[nH]n1
-3	-8	2	-14	·	-13	·	6	8	Cc1c(C(=O)NCc2ccccc2C(F)(F)F)sc(=O)n1Cc1ccc(S(=O)(=O)N(C)C)cc1
-3	-4	0	8	-1.5	-1	1	-9	0	CC(C)(C)NC(=O)COC(=O)c1cncc(Br)c1
1	12	14	3	0.2	5	-27	-14	0	COc1cc(C(=O)NCCC(=O)NCc2cccs2)cc(OC)c1OC
-5	3	6	2	-1.7	0	-10	-3	-1	NNC(=S)NC1CCCCCCCCCCC1
-4	16	1	1	0.7	19	-14	6	1	Cc1ccc(NS(=O)(=O)c2c(C(=O)N3CCCC3)c(C)n(C)c2C)cc1
0	6	-7	1	15	5	-24	-8	1	CC(C)CC1C(=O)N(Cc2cn(CC3CCCCC3)nn2)CCS(=O)(=O)N1Cc1ccc(-c2ccc(Cl)cc2)cc1 (stereo not given)
-2	-3	1	2	-2.7	5	-17	-1	0	COc1cc(OC)nc(NC(=O)CN2CCN(c3ccc(F)cc3)CC2)n1
4	-3	-4	0	-5.2	10	16	2	7	C=CCNC(=O)/C(=C/c1ccc(Br)cc1)NC(=O)c1ccccc1OC
0	1	-4	-4	0.6	4	0	5	1	COc1ccc2c(c1)c1nnc(SCC(=O)N3CCCCC3C)nc1n2C (stereo not given)
-3	6	-8	10	2.8	4	0	-5	0	Cc1c(C)n2c(SCC(=O)N3CCOCC3)nnc2[nH]c1=O
1	-1	1	0	·	2	·	2	1	CC1(C(=O)NS(=O)(=O)c2cccc(Cl)c2)CCN1C(=O)C1(c2ccc(Cl)cc2)CCC1 (stereo not given)
4	-4	7	-5	0.2	1	-2	7	0	CCCC(=O)Nc1cc(C)c(NC(=O)c2ccco2)cn1
-1	-5	-3	0	0.6	2	-6	15	1	Cc1noc(C)c1C(=O)NCCc1c(C)[nH]c2ccccc12
-2	-2	5	0	-0.5	4	5	-3	0	Cc1ccc(S(=O)(=O)Cc2cn3cccnc3n2)cc1
-6	-5	5	2	-4.9	0	5	-5	1	Cc1[nH]n(-c2cccc(Cl)c2)c(=O)c1C=NCC(C)C
2	-11	7	0	8.2	0	-2	8	1	CCC(=O)c1ccc(OCC(=O)O)c(OC)c1
4	8	4	6	32	10	-29	-3	2	O=C(CN1C(=O)C(=O)N(Cc2ccccc2)C1=O)Nc1ccc(OC(F)F)cc1
-3	3	0	-8	0.3	13	21	8	2	COc1ccc(NC(=O)COc2nsnc2N2CCCCC2)cc1
1	-12	-7	-1	-1.1	-5	1	2	3	CC(C)C(=O)Nc1cccc(C(=O)NCc2ccc3c(c2)OCO3)c1
2	0	5	-1	-6.6	2	16	-1	0	CCCC(=O)Nc1sc(C)c(C)c1C#N
-2	-7	-4	4	-0.8	-1	-23	6	1	Cc1ccnc(NC(=O)CCC(=O)N(CC(=O)NCc2ccc(F)cc2)c2cccc(F)c2)c1
-2	7	-2	-5	-2.3	5	19	-11	2	O=C(COc1ccccc1[N+](=O)[O-])NNC(=O)Nc1cccc2ccccc12
